# Assay outcomes: PubChem BioAssay, several laboratories
# CD11b adhes inh: CD11b/CD18-fibrinogen binding inhibition | AID 1497 | K562 CD11b/CD18 adhesion to fibrinogen, ATPlite luminescence; Mn2+ added to activate the integrin | 0.54% of 93,000 active | inhibition, % at 10 µM;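 active means primary inhibition of 50% or more at 10 µM, then 40% or more on retest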; further: some results filed as inactive read as strong as hits
# CD11b adhes enh: enhancers of human CD11b/CD18 binding to fibrinogen; 0.07% of 93,000 active; P05107+P11215; activation, % at 10 µM; K562 CD11b/CD18 adhesion to fibrinogen, ATPlite luminescence;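 active means 10 µM primary screen giving 50% or more activity, confirmed by 40% or more on retest at that dose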; further: strong numbers were not always called active; reference of the scale not given here
# HUVEC inhibit: blocks proliferation of human endothelial cells. HUVEC proliferation, CellTiter-Glo luminescence, 72 h; stronger effect = lower value. viability, % at 10 µM (by protocol). 1.1% of 86,000 active. AID 648;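 active means viability at or below 30%; inactive means viability above 30%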;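 further: 100% = median luminescence of DMSO-only cell control wells on each plate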
# ERa SRC1 inh: blocks coactivator binding to human estrogen receptor alpha. 1.7% of 86,000 active. P03372. TR-FRET ER-alpha LBD / SRC-1 peptide, estradiol-bound. inhibition, % at 25.6 µM. AID 629; in the data active means inhibition above about 50%;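 further: 0% = receptor plus peptide control and 100% = peptide only without receptor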
# Target sequence (P03372 whole entry, looked up, the tested form may be a part): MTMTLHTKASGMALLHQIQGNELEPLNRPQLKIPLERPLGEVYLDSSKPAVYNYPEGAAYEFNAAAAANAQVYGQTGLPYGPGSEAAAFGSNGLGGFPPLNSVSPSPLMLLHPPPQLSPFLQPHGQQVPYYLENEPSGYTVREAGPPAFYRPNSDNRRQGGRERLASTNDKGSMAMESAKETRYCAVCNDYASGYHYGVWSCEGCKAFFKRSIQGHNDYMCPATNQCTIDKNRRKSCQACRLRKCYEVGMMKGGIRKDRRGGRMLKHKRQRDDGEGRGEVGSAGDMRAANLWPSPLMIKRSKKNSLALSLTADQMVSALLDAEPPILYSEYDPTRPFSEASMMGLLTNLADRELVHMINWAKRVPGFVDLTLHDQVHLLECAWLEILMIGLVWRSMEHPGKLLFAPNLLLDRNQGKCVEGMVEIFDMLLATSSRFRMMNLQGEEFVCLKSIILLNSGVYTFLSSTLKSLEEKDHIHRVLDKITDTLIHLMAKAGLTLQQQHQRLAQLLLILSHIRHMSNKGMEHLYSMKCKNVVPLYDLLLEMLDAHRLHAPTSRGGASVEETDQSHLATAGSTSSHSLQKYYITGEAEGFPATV
# H69AR growth 86K: blocks growth of human H69AR lung tumor cells; viability, % at 10 µM; H69AR lung tumor viability, ATP luminescence, 72 h; stronger effect = lower value; 6% of 85,000 active;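 active means viability at or below 40%; inactive means viability above 40%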;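 further: multidrug resistant small cell line overexpressing MRP-1 efflux transporter; 100% = mean luminescence of untreated control wells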
# CYP2C19 inhib: human CYP2C19 inhibition | inhibition, % at 5 µM | CYP2C19 Supersomes, luciferin-H EGE luminescence, 30 min | P33261 | 21% of 96,000 active;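 active means CYP2C19 inhibition above a set limit at 5 µM in the primary screen, cut at about 50% in these data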;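 further: plate controls were negative control wells for no effect and 2.5 mM tranylcypromine positive control for full effect; values of inactives mirror those of a sister screen read the other way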
# Target sequence (P33261 whole entry, looked up): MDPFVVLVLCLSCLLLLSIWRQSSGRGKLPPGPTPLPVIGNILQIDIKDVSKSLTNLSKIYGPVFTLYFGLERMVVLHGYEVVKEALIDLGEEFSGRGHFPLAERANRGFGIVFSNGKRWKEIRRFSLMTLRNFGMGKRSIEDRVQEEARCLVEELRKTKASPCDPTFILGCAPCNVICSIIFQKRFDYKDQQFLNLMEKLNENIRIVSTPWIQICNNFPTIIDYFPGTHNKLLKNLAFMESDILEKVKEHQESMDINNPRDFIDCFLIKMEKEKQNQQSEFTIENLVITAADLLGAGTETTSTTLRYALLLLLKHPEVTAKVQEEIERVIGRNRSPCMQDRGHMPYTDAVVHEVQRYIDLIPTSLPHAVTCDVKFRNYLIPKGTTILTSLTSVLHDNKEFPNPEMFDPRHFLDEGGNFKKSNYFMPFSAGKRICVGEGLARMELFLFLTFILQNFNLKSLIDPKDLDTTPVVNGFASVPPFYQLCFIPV
# CYP2C19 activ: increases human CYP2C19 enzyme activity | P33261 | recombinant CYP2C19, luciferin-H EGE luminescence; stronger effect = higher value; 0 = fully inhibited enzyme, 1 = untreated enzyme | activation factor at 5 µM | 96,000 tested, under 10 active | AID 1025;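 active means activation factor of at least 2 at 5 µM in the primary screen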;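 further: 0 = wells with 2.5 mM tranylcypromine and 1 = vehicle-only wells; values of inactives mirror those of a sister screen read the other way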
# ERa coact pot: ER-alpha (human) coactivator binding potentiation; TR-FRET ERalpha-LBD/SRC-Cy5 coactivator binding, 2 h; 100 = basal binding, no effect; coactivator binding (% of control), % at 25.6 µM; 1.3% of 86,000 active; AID 639; in the data active means activity above about 200%;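 further: binding measured in presence of low estradiol as agonist stimulus; 0% = peptide alone without receptor and 100% = receptor with peptide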
# Fibroblast inh: blocks proliferation of human lung fibroblasts; 1.1% of 85,000 active; LL 47 human lung fibroblast viability, ATP luminescence; stronger effect = lower value; viability, % at 10 µM; AID 719;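 active means viability at or below 50% in the single dose screen; inactive means viability above 50%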;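 further: compound exposure lasted 72 h before the ATP readout; 100% = median luminescence of untreated cell-only wells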
#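 Test system: LL 47 human lung fibroblasts / Quantity: 1,150 cells in each well / Medium: IMEM growth medium with 15% fetal bovine serum / Incubation: 72 h compound exposure at 37 °C after overnight plating / Detection: CellTiter-Glo luminescence measuring cellular ATP / Read-out: % viability versus median cells-only luminescence / Benchmarks: cell-only wells, no compound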
# Starred values were filed as active, the others as inactive; . = no result given; [ ] = remark or other dose.
entry	canonical_smiles	CYP2C19 inhib	ERa SRC1 inh	Fibroblast inh	HUVEC inhibit	CD11b adhes enh
1	Cc1ccc2c(c1)[nH]c1c(=O)n(CCN3CCCCC3)cnc12	42	6[fluorescence artefact?]	98	88	-7
2	OC(c1ccc(Cl)cc1)C(O)c1nc2ccccc2[nH]1 (stereo not drawn)	77*	.	.	.	0
3	CC(C)CC(=O)OCc1cn(-c2ccccc2)nn1	20	.	.	.	2
4	COCCCn1c(SCC(=O)NC(C)(C)C)nnc1-c1ccccc1	1	-13	98	100	2
5	O=C(/C=C/c1ccccc1)NNC(=O)C1CC1	0	3	104	94	-3
6	CCCCCOC(=O)c1cc(=O)[nH]c2ccccc12	17	7	90	45	-2
7	COc1cccc(-c2nc(-c3ccc4c(c3)-c3ccccc3S4(=O)=O)c(-c3ccccc3)[nH]2)c1OC	.	1[fluorescence artefact?]	94	79	.
8	CCCCN(CCCC)c1nc2ccccc2nc1C(C#N)C(=O)NCCCOC (stereo not drawn)	20	11	79	79	8
9	Cc1ccnc(NC(=O)CCC(=O)N(CC(=O)NC2CCCCC2)c2cccc(C)c2C)c1	42	9	94	79	-2
10	Nc1c(S(=O)(=O)c2cccs2)c2nc3ccccc3nc2n1/N=C/c1cccc(O)c1	42	36[fluorescence artefact?]	56	4.9*	-1

entry	H69AR growth 86K	CYP2C19 activ	CD11b adhes inh	ERa coact pot
1	104	0.6	-2	120
2	.	0.2	0	.
3	.	0.8	-19	.
4	80	1	-4	104
5	95	1	-32	94
6	75	0.8	10	83
7	70	.	.	168
8	83	0.8	-1	150[fluorescence artefact?]
9	74	0.6	-6	109
10	4.0*	0.6	3	103[fluorescence artefact?]

# Sorted by molar mass (lowest first): some entries from above.
entry	canonical_smiles	CYP2C19 inhib	ERa SRC1 inh	Fibroblast inh	HUVEC inhibit	CD11b adhes enh
5	O=C(/C=C/c1ccccc1)NNC(=O)C1CC1	0	3	104	94	-3
6	CCCCCOC(=O)c1cc(=O)[nH]c2ccccc12	17	7	90	45	-2
1	Cc1ccc2c(c1)[nH]c1c(=O)n(CCN3CCCCC3)cnc12	42	6[fluorescence artefact?]	98	88	-7
4	COCCCn1c(SCC(=O)NC(C)(C)C)nnc1-c1ccccc1	1	-13	98	100	2
8	CCCCN(CCCC)c1nc2ccccc2nc1C(C#N)C(=O)NCCCOC (stereo not drawn)	20	11	79	79	8
9	Cc1ccnc(NC(=O)CCC(=O)N(CC(=O)NC2CCCCC2)c2cccc(C)c2C)c1	42	9	94	79	-2
7	COc1cccc(-c2nc(-c3ccc4c(c3)-c3ccccc3S4(=O)=O)c(-c3ccccc3)[nH]2)c1OC	.	1[fluorescence artefact?]	94	79	.

entry	H69AR growth 86K	CYP2C19 activ	CD11b adhes inh	ERa coact pot
5	95	1	-32	94
6	75	0.8	10	83
1	104	0.6	-2	120
4	80	1	-4	104
8	83	0.8	-1	150[fluorescence artefact?]
9	74	0.6	-6	109
7	70	.	.	168

# (cont.)
entry	canonical_smiles	CYP2C19 inhib	ERa SRC1 inh	Fibroblast inh	HUVEC inhibit	CD11b adhes enh
11	CC(=O)c1cnc(N2CCCCC2)nc1C	38	.	.	.	3
12	O=c1oc2cc(OCc3ccc([N+](=O)[O-])cc3)ccc2c2c1CCCC2	1	.	.	.	11
13	CCOCCCNC(=O)Cc1cc(=O)[nH]c(=O)[nH]1	-19	-5	101	94	-3
14	N#Cc1nc(COc2ccccc2)oc1N1CCN(Cc2ccccc2)CC1	78*	-17	95	107	.
15	CCCCn1c(SCC(N)=O)nc2c(sc3ccccc32)c1=O	29	53*[fluorescence artefact?]	91	84	-3
16	COc1cc(C(=O)OCn2nnc3ccccc3c2=O)cc(OC)c1OC	48	11	101	88	1
17	Cc1nc2c3ccccc3nc(SCC(=O)N3CC(C)CC(C)C3)n2n1 (stereo not drawn)	54*	8	97	80	0
18	COc1cc(NC(=O)C2CCCCC2)c(OC)cc1NC(=O)CN1CCCCC1	6	-34	89	91	3
19	Cc1ccc(OCc2nnc(SCC(=O)Nc3ccc4c(c3)OCCO4)n2Cc2ccco2)cc1	44	-7	98	86	0
20	Cc1ccc(C(=O)COC(=O)CCC(=O)Nc2cc(Cl)ccc2Cl)cc1[N+](=O)[O-]	12	.	.	.	-1

entry	H69AR growth 86K	CYP2C19 activ	CD11b adhes inh	ERa coact pot
11	.	0.6	-15	.
12	.	1	-4	.
13	95	1.2	2	124
14	95	0.2	.	99
15	61	0.7	15	263*
16	70	0.5	-9	87
17	20*	0.5	7	99
18	71	0.9	-4	108
19	83	0.6	8	98
20	.	0.9	4	.

# Next results
entry	canonical_smiles	CYP2C19 inhib	ERa SRC1 inh	Fibroblast inh	HUVEC inhibit	CD11b adhes enh
21	COCCNC(=O)C(C#N)c1nc2ccccc2nc1N1CCN(Cc2ccc3c(c2)OCO3)CC1 (stereo not drawn)	.	-8	103	92	.
22	O=C(NCCN1CCOCC1)c1ccc(-c2ccccc2)cc1	-16	-8	98	102	4
23	O=C(Nc1ccc(CN2CCOCC2)cc1)c1ccc(-c2cccc(Cl)c2)o1	42	-6	71	45	-8
24	CC1C/C=C/C=C/C=C/C=C/C(O[C@@H]2O[C@H](C)[C@@H](O)[C@H](N)[C@@H]2O)CC2OC(O)(CC(O)CC3OC3/C=C/C(=O)O1)CC(O)C2C(=O)O (stereo partly drawn)	.	0	95	107	.
25	Cc1cc(C(C)(C)C)ccc1OCCN1CCCC1	6	2	104	89	0
26	Cc1ccc2nc3c(cc2c1)c(NC(=O)C1CCCO1)nn3CC(C)C (stereo not drawn)	22	-6	103	96	-1
27	COc1ccc(Cn2nnnc2C(c2cc3ccc(OC)cc3[nH]c2=O)N2CCC(C)CC2)cc1 (stereo not drawn)	24	6	102	114	-3
28	CC1(C)Cc2c(sc3c2c(=N)n(Cc2ccco2)c(=O)n3CC(=O)Nc2ccc(Cl)cc2)CO1	21	13[fluorescence artefact?]	22*	78	19
29	O=C(c1cccs1)N1CCCC1	.	3[fluorescence artefact?]	102	107	.
30	CN(c1ccccc1C(=O)O)S(C)(=O)=O	-5	-8	101	101	2

entry	H69AR growth 86K	CYP2C19 activ	CD11b adhes inh	ERa coact pot
21	82	.	.	107
22	93	1.2	6	91
23	31*	0.6	7	92[fluorescence artefact?]
24	94	.	.	93
25	89	0.9	-29	96
26	76	0.8	-7	108
27	87	0.8	14	97[fluorescence artefact?]
28	88	0.8	-11	131
29	90	.	.	111
30	93	1	12	106[fluorescence artefact?]

# Continuation:
entry	canonical_smiles	CYP2C19 inhib	ERa SRC1 inh	Fibroblast inh	HUVEC inhibit	CD11b adhes enh
31	CNCCOCC(O)CSc1ccccc1 (stereo not drawn)	15	-3	104	103	0
32	CCSCCOC(=O)C1=C(C)NC(=O)NC1c1cc(OC)ccc1OC (stereo not drawn)	39	-11	98	99	0
33	Cc1onc(-c2ccccc2Cl)c1C(=O)OCC(=O)c1ccc2c(c1)OCCO2	55*	8	93	87	-4
34	COc1ccc2c(CC(=O)OCC(=O)c3ccccc3OC)coc2c1	8	7	103	105	-1
35	CCOCCCNC(=O)C1CCCCN1S(=O)(=O)c1ccc(F)cc1 (stereo not drawn)	19	7	99	86	-2
36	O=c1cc(N2CCC(Cc3ccccc3)CC2)[nH]c(=O)n1C1CCCCC1	16	7	87	72	.
37	O=S(=O)(CCSc1ccccn1)c1nc2ccccc2s1	45	-33	43*	37	-2
38	Cc1cccc(NC(=O)CSc2nc3c(c(=O)[nH]2)CCC3)c1C	.	-4	100	90	-1
39	O=[N+]([O-])c1ccc(CSc2nnc(-c3cnccn3)o2)cc1	90*	.	.	.	-4
40	Cc1ccc(C(=O)C2=C(O)C(=O)N(CCCN(C)C)C23C(=O)N(C)c2ccccc23)o1 (stereo not drawn)	9	-9	102	95	0

entry	H69AR growth 86K	CYP2C19 activ	CD11b adhes inh	ERa coact pot
31	92	0.8	-5	113
32	85	0.6	2	108
33	78	0.4	21	130
34	93	0.9	20	87
35	.	0.8	-11	109
36	27*	0.8	.	121
37	1.9*	0.6	7	76
38	96	.	3	128
39	.	0.1	-10	.
40	98	0.9	-1	96

# (list continues)
entry	canonical_smiles	CYP2C19 inhib	ERa SRC1 inh	Fibroblast inh	HUVEC inhibit	CD11b adhes enh
41	CC(=O)N1CCN(CCN=CC2=C(O)CC(c3cccs3)CC2=O)CC1 (stereo not drawn)	-4	4	106	93	-1
42	CCCC(c1c(C)n(C)n(-c2ccccc2)c1=O)c1c(C)n(C)n(-c2ccccc2)c1=O	11	7[fluorescence artefact?]	106	97	0
43	CC(C)CC1C(C#N)=C(N)Oc2n[nH]c(-c3cccs3)c21 (stereo not drawn)	67*	16	104	106	-1
44	CCCc1cc(=O)n2[nH]c(C)c(-c3ccccc3)c2n1	28	6	103	76	-1
45	CN1CCC(N2CCCC(C(=O)O)C2)CC1 (stereo not drawn)	7	-4[fluorescence artefact?]	98	99	-1
46	CC1(C)CC(=O)C(N=Nc2cc(Cl)c(Cl)c(Cl)c2)=C(O)C1	-16	.	.	.	-1
47	CS(=O)(=O)N(Cc1ccco1)CC(O)Cn1cc(C=O)c2ccccc21 (stereo not drawn)	35	1	91	94	-4
48	O=C(O)C=C1C2CC3CC(C2)CC1C3	-6	1[fluorescence artefact?]	.	107	-1
49	COc1ccc(N=C(C)C2=C(O)CSC2=O)cc1	46	0	103	83	-3
50	Cn1nc(Oc2nc(N3CCOCC3)nc(N3CCOCC3)n2)ccc1=O	-5	-8	97	102	-3

entry	H69AR growth 86K	CYP2C19 activ	CD11b adhes inh	ERa coact pot
41	100	1	-9	80
42	98	0.9	-8	108
43	97	0.3	-22	61
44	55	0.7	-9	90
45	104	0.9	-21	114
46	.	1.2	-40	.
47	79	0.6	-14	101
48	83	1.1	-4	104
49	78	0.5	19	101
50	90	1.1	2	107

# (next part)
entry	canonical_smiles	CYP2C19 inhib	ERa SRC1 inh	Fibroblast inh	HUVEC inhibit	CD11b adhes enh
51	CC1(C)C(=O)NCCN1C(=O)CCC(=O)O	.	-21	105	92	.
52	COCCNC(=O)C(c1ccc(C)o1)N(Cc1cccs1)C(=O)c1snc(C(N)=O)c1N (stereo not drawn)	2	-9	96	87	1
53	CSCCC(=O)N1C(C)CCCC1C(=O)O (stereo not drawn)	-3	-7	97	109	-1
54	Cn1c(=O)[nH]c(=O)c2c1nc(N1CCC(Cc3ccccc3)CC1)n2Cc1ccccc1	29	-1[fluorescence artefact?]	101	59	3
55	Cc1nnc(SCCn2c(N3CCCCC3)nc3c2c(=O)n(C)c(=O)n3C)s1	.	-6	101	97	.
56	CC1(C)CC(=O)C2=C(C1)OC(N)=C(C#N)[C@@]21C(=O)N(CC(N)=O)c2ccccc21	-19	.	.	.	-3
57	O=C(CN1CCN(S(=O)(=O)c2ccc(F)cc2)CC1)Nc1ccccc1F	57*	65*[fluorescence artefact?]	99	94	5
58	Cc1ccc(-n2c(=O)[nH]cc(C(=O)Nc3ccc4c(c3)OCCO4)c2=O)cc1	17	-12	106	86	.
59	OCc1cn(-c2ccccc2)nc1-c1ccco1	20	6	101	79	-4
60	O=C(NCC1CCC(C(=O)O)CC1)OCc1ccccc1 (stereo not drawn)	3	-5	96	90	.

entry	H69AR growth 86K	CYP2C19 activ	CD11b adhes inh	ERa coact pot
51	94	.	.	81[fluorescence artefact?]
52	91	1	-14	117
53	100	1	-5	121
54	20*	0.7	3	42[fluorescence artefact?]
55	76	.	.	144
56	.	1.2	3	.
57	.	0.4	17	107
58	97	0.8	.	101
59	86	0.8	-5	98
60	98	1	.	98
